HTR5A inv ctr: HTR5A inverse agonism, opioid heterodimer counter-screen | inhibition, % at 9.3 µM | HTR5A cell line, luminescence | AID 504634 | actives 0.083% (n = 340,000) | P47898; in the data active = inhibition mostly above about 23%, no sharp cut-off; inactive = mostly below about 18%;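 note: 0% = cells with DMSO and 100% = no-cell wells with DMSO; some compounds called inactive have numbers as strong as hits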
Target sequence (P47898 whole entry, looked up): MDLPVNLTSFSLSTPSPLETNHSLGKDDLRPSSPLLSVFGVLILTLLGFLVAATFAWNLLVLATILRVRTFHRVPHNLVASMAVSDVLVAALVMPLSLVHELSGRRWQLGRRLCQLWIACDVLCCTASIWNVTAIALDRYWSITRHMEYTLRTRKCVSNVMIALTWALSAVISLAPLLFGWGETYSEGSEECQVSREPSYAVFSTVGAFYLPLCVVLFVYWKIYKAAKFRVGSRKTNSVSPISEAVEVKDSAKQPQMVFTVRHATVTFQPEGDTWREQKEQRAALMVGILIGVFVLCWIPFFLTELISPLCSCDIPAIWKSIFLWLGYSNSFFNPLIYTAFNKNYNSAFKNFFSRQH
C-LANA FP: blocks KSHV LANA C-terminal domain binding to DNA | AID 504423 | inhibition, % at 9 µM | MBP-C-LANA/FAM-LBS DNA binding, fluorescence polarization | actives 0.078% (n = 340,000);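 active = highest replicate inhibition at or above 60% at 9 µM, even if other replicates fall short; inactive = all replicates below 60% inhibition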;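 note: 0% = neutral control wells and 100% = 4 µM acridine orange control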
CAL PDZ FP: blocks peptide binding to the human CAL PDZ domain; Q9HD26; purified CAL PDZ, TMR-peptide fluorescence polarization, 1 h; inhibition, % at 24.9 µM; actives 0.92% (n = 300,000); AID 602252;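 active = mean inhibition of at least 30% with at least half of replicates also reaching 30%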;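 note: 0% = DMSO neutral control and 100% = excess unlabeled competitor peptide PRC23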
cardiac RTF act: increases calcium sensitivity of human cardiac regulated thin filaments; IANBD-labeled TnC RTF fluorescence at EC20 calcium; 0% EC20 calcium, 100% full calcium; activation, % at 7.2 µM; actives 0.24% (n = 340,000); AID 493008;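 active = activation above the mean over all tested compounds plus 3 SD, cut at about 30% in these data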;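 note: rise in fluorescence read as greater calcium sensitivity of cardiac thin filaments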
MOR-DOR ag: agonists of human mu-delta opioid receptor heterodimerization; activation, % at 9.3 µM; actives 0.3% (n = 340,000); cells, OPRM1-OPRD1 heterodimerization, luminescence; P35372+P41143; in the data active = activation above about 18%;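 note: 0% = vehicle-treated cells and 100% = reference agonist; values of inactives mirror those of a sister screen read the other way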
V-ATPase pH: regulators of yeast V-ATPase proton transport; S. cerevisiae, pHLuorin cytosolic pH fluorescence; response, % at 10 µM; actives 0.37% (n = 350,000); in the data active = response mostly above about 7.3%, no sharp cut-off; inactive = mostly below about 5.4%; note: actives read high; inactives centre near 0; some compounds called inactive have numbers as strong as hits; reference of the scale not given here
Cardiac RTF inh: cardiac RTF calcium desensitization. P19429+P45379. IANBD-labeled cardiac RTF, Ca2+ fluorescence. inhibition, % at 7.15 µM. actives 0.12% (n = 340,000);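 active = inhibition above the mean inhibition of all tested compounds plus 3 SD, cut at about 17% in these data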;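 note: assay run at fixed EC70 calcium of 1.6 mM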
HTR5A ag ctr: activates human HTR5A in OPRM1-OPRD1 agonist counter-screen. HTR5A agonist assay, luminescence, cell-based. activation, % at 9.3 µM. actives 0.61% (n = 340,000); in the data active = activation mostly above about 9.5%, no sharp cut-off; inactive = mostly below about 7.6%;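 note: 0% = cells with vehicle only and 100% = reference agonist; strong numbers were not always called active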
Keap1 Nrf2 FP: inhibitors of human Keap1-Nrf2 protein-protein interaction; actives 0.15% (n = 340,000); inhibition, % at 9.4 µM; Q14145; AID 504523; Keap1 Kelch-Nrf2 peptide fluorescence polarization, 1536-well; in the data active = inhibition above about 12%;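 note: human Keap1 Kelch domain with fluorescein labeled Nrf2 9mer peptide probe; 0% = neutral control wells and 100% = peptide positive control; higher means more block of Keap1 binding to Nrf2 peptide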
Target sequence (Q14145 whole entry, looked up, the tested form may be a part): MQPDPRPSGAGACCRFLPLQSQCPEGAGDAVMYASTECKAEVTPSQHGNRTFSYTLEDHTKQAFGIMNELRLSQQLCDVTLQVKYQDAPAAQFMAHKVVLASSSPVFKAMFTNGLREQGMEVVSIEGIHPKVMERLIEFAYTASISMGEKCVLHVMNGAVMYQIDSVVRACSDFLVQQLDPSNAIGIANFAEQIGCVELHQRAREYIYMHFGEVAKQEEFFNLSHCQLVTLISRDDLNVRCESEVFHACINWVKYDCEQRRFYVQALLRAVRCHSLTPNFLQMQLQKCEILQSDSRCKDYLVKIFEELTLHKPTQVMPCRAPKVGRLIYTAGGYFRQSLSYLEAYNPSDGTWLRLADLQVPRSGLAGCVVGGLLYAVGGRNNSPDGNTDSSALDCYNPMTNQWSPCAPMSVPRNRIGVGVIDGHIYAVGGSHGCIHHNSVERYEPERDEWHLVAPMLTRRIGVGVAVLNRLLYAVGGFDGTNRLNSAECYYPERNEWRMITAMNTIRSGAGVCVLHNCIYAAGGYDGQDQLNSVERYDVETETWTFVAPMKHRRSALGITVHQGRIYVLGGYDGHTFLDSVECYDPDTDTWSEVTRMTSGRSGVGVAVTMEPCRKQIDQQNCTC
MOR-DOR inv ag: mu-delta opioid heterodimer inverse agonism; P35372+P41143; cell-based MOR-DOR heterodimer luminescence; inhibition, % at 9.3 µM; actives 0.21% (n = 340,000); in the data active = inhibition above about 22%, passing the limit was not always enough;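 note: 0% = cells with DMSO and 100% = wells without cells with DMSO; values of inactives mirror those of a sister screen read the other way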
Numbers without * were called inactive; nt = not tested or not shown.

SMILES	HTR5A inv ctr	C-LANA FP	CAL PDZ FP	cardiac RTF act	MOR-DOR ag	V-ATPase pH	Cardiac RTF inh	HTR5A ag ctr	Keap1 Nrf2 FP	MOR-DOR inv ag
O=C(CN1CCCN(S(=O)(=O)c2ccc(Br)s2)CC1)Nc1ccc(Cl)cc1	-15	0.3	nt	2	-0.6	-5	-5	5	2	3
COc1ccc(C(C)=O)cc1CSc1nncn1-c1ccccc1	5	-0.6	-5	3	-0.4	-1	1	-2	-4	2
Cc1cccc(-c2nsc(SCC(=O)Nc3cc(C)on3)n2)c1	-5	-0.9	0	6	3.2	2	-8	0	4	-18
O=[N+]([O-])c1cccc(S(=O)(=O)NCC2CC3CCC2C3)c1 (configuration not stated)	-14	-0.1	nt	-1	3.7	4	-13	4	-4	-18
COc1ccc(-n2nc(C(=O)NCC(=O)N3CCN(c4ccccc4F)CC3)c3ccccc3c2=O)cc1OC	-7	-1.1	nt	-4	3.1	9	-11	3	2	-26
O=S(=O)(NCC1CCC(NS(=O)(=O)c2c(F)cccc2F)CC1)c1ccc2c(c1)OCCO2 (configuration not stated)	-11	-2.0	0	2	0.3	0	4	7	2	-2
CSCCCN1CC[C@@H](N2CCN(c3ccccc3F)CC2)[C@H](O)C1	6	-2.8	-3	-3	-1.8	0	-16	-2	2	9
Cc1cc(C)[n+](-c2ccc(Oc3ccccc3)c(S(=O)(=O)[O-])c2)[nH]1	13	0.6	-3	-6	-2.4	-4	9	2	-1	13
N#CCCn1c(SCC(=O)NCCc2ccc(F)cc2)nc2ccccc21	-10	4.0	-1	-4	-2.9	-4	-3	6	1	13
Fc1ccc(-c2[nH]ncc2CN(CC2CCC2)CC2CCCO2)c(F)c1 (configuration not stated)	5	1.0	-1	28	1.2	6	-1	-2	-8	-6
O=C(NC(=S)Nc1ccc(S(=O)(=O)Nc2nccs2)cc1)c1ccccc1F	7	0.2	6	1	-3.3	-3	-5	-2	-4	16
Cc1ccc(Cl)c(OC(=O)Cn2cnc3c2c(=O)n(C)c(=O)n3C)c1	4	0.5	-6	-6	-2.5	0	-8	-2	-45	12
COC(=O)c1c(-c2ccc(C(C)(C)C)cc2)csc1NC(=O)C1C2CCC(O2)C1C(=O)O (configuration not stated)	2	1.0	-2	1	-1.7	0	-3	-1	-2	10
C=CC(=O)NC(NC(=O)C=C)c1ccccc1F	-17	-3.2	-3	5	-0.5	4	-16	6	-7	2
O=C(CCl)c1ccc(Cc2ncc(C(F)(F)F)cc2Cl)s1	16	1.6	1	-3	0.4	-2	6	-7	-3	-2
CN(C(=O)CCN1C(=O)/C(=C/c2ccccc2F)SC1=S)C1CCS(=O)(=O)C1 (configuration not stated)	-14	-0.3	-2	-7	0.9	4	0	5	2	-5
O=C(c1ccc(F)cc1)C1CCN(C(=S)Nc2ccc(F)cc2)CC1	-30	1.5	-2	0	2.4	-1	-11	8	0	-12
COc1cccc(C(=O)Nc2cc(C)ccc2NC(=O)COc2ccccc2)c1	-21	0.3	-1	2	0.3	5	-5	1	-5	-2
Cc1ccc(C)c(SCC(=O)NC2CCS(=O)(=O)C2)c1 (configuration not stated)	16	0.6	-4	3	-1.8	12*	-3	-2	-2	12
Cc1ccc(N(CC(=O)NCc2ccccc2)S(=O)(=O)c2c(C)noc2C)cc1	6	0.4	-1	-8	-3.6	-3	10	-3	-6	18
CN(Cc1ccccc1)S(=O)(=O)c1ccc(N2CCOCC2)nc1	-14	1.6	73*	-2	-3.6	-1	-7	4	-4	18
COc1ccc(OC)c(NC(=O)COC(=O)c2cc3c(s2)CCC3)c1	-21	4.6	-3	-4	0.3	-3	10	15*	-6	-1
CC(=O)Cc1ccccc1OCC(=O)O	12	0.9	nt	-1	1.4	-3	-7	4	-2	-6
O=C(Nc1ccc(Cl)cc1)C1CCCCN1S(=O)(=O)c1ccccc1 (configuration not stated)	-28	-2.7	-4	-2	6.5	-3	-9	11	6	-26
COc1ccc(CNS(=O)(=O)c2cc3c(cc2C)N(C)CCO3)cc1	11	0.6	nt	4	-2.0	-3	-4	-6	-2	11
CN1C(=O)C(C)(C)c2cc(S(=O)(=O)N3CCC(C(=O)Nc4ccc(Cl)cc4)CC3)ccc21	8	0.7	-2	2	2.0	-2	-5	-3	-8	-12
CCCCn1c(N)c(N(CCC(C)C)C(=O)c2[nH]c(C)c(C(=O)OCC)c2C)c(=O)[nH]c1=O	17	2.9	-3	-4	1.0	7	-8	0	-4	-7
C=C1c2ccccc2NC(=O)N1c1ccc(OC)cc1	7	4.9	-2	-2	-1.3	0	-22	7	4	9
COC(=O)C[C@H]1c2cc(F)ccc2S(=O)(=O)N1C(C)C	0	2.8	2	0	-2.5	8	-10	-1	-2	14
CCc1ccc(Nc2cc(C)nc3ncnn23)cc1	-9	8.1	0	-3	-0.2	3	-3	2	-2	1

Record cards (already shown):
CCc1ccc(Nc2cc(C)nc3ncnn23)cc1 is listed as HTR5A inv ctr = -9; C-LANA FP = 8.1; CAL PDZ FP = 0; cardiac RTF act = -3; MOR-DOR ag = -0.2; V-ATPase pH = 3; Cardiac RTF inh = -3; HTR5A ag ctr = 2; Keap1 Nrf2 FP = -2; MOR-DOR inv ag = 1
O=C(Nc1ccc(Cl)cc1)C1CCCCN1S(=O)(=O)c1ccccc1 (configuration not stated) is listed as HTR5A inv ctr = -28; C-LANA FP = -2.7; CAL PDZ FP = -4; cardiac RTF act = -2; MOR-DOR ag = 6.5; V-ATPase pH = -3; Cardiac RTF inh = -9; HTR5A ag ctr = 11; Keap1 Nrf2 FP = 6; MOR-DOR inv ag = -26
CN(Cc1ccccc1)S(=O)(=O)c1ccc(N2CCOCC2)nc1 is listed as HTR5A inv ctr = -14; C-LANA FP = 1.6; CAL PDZ FP = 73*; cardiac RTF act = -2; MOR-DOR ag = -3.6; V-ATPase pH = -1; Cardiac RTF inh = -7; HTR5A ag ctr = 4; Keap1 Nrf2 FP = -4; MOR-DOR inv ag = 18

Following part:
SMILES	HTR5A inv ctr	C-LANA FP	CAL PDZ FP	cardiac RTF act	MOR-DOR ag	V-ATPase pH	Cardiac RTF inh	HTR5A ag ctr	Keap1 Nrf2 FP	MOR-DOR inv ag
CC(C)CN(CC(C)C)S(=O)(=O)N1CCC(C(=O)NCc2ccc3c(c2)OCO3)CC1	11	-1.6	0	7	1.0	-1	0	-4	-1	-5
O=S(=O)(Nc1ccccc1C(F)(F)F)c1ccc(-c2ccccn2)s1	18	1.7	6	0	-4.1	-1	4	-5	-1	19
CCOc1cc(-c2nnc(NC(=O)C3=COCCO3)o2)cc(OCC)c1OCC	2	-1.7	1	-7	-2.5	8	-13	-1	6	13
CC(C)(C)NCC(=O)N/N=C/c1ccc(OCc2ccccc2)cc1	-3	-0.1	-2	-2	0.3	-2	1	1	-4	-1
Cc1ccc(OC(=O)CCC(=O)Oc2ccc(C)cc2C)c(C)c1	1	-4.1	-1	-6	5.2	-6	-2	0	0	-27
O=C(c1cn(-c2ccccc2)nc1-c1ccccc1)N1CCN(c2ccccn2)CC1	7	-0.7	-3	-2	0.9	-1	-4	-3	-6	-5
CCCN1CCC(=O)N(CCOc2ccccc2)CC1	3	-0.9	-1	3	-2.0	0	-2	4	0	11
Cc1nc(N2CCOCC2)nc(OCCN2CCOCC2)c1[N+](=O)[O-]	-10	1.2	-1	-4	-0.7	-4	-2	4	-2	5
C[C@H]1CCC(=O)N(CCSc2ccc(Br)cc2)CC1	-1	-2.8	-4	7	5.5	1	-13	1	-2	-32
O=C(O)CC(c1cccc(Cl)c1)n1cccc1 (configuration not stated)	-11	1.3	-6	-4	-0.3	-7	-3	-2	0	2

Random excerpt: 6 entries already listed, in no set order.
SMILES	HTR5A inv ctr	C-LANA FP	CAL PDZ FP	cardiac RTF act	MOR-DOR ag	V-ATPase pH	Cardiac RTF inh	HTR5A ag ctr	Keap1 Nrf2 FP	MOR-DOR inv ag
COc1ccc(OC)c(NC(=O)COC(=O)c2cc3c(s2)CCC3)c1	-21	4.6	-3	-4	0.3	-3	10	15*	-6	-1
COc1cccc(C(=O)Nc2cc(C)ccc2NC(=O)COc2ccccc2)c1	-21	0.3	-1	2	0.3	5	-5	1	-5	-2
COC(=O)c1c(-c2ccc(C(C)(C)C)cc2)csc1NC(=O)C1C2CCC(O2)C1C(=O)O (configuration not stated)	2	1.0	-2	1	-1.7	0	-3	-1	-2	10
COc1ccc(CNS(=O)(=O)c2cc3c(cc2C)N(C)CCO3)cc1	11	0.6	nt	4	-2.0	-3	-4	-6	-2	11
Cc1nc(N2CCOCC2)nc(OCCN2CCOCC2)c1[N+](=O)[O-]	-10	1.2	-1	-4	-0.7	-4	-2	4	-2	5
Cc1ccc(Cl)c(OC(=O)Cn2cnc3c2c(=O)n(C)c(=O)n3C)c1	4	0.5	-6	-6	-2.5	0	-8	-2	-45	12

(cont.)
SMILES	HTR5A inv ctr	C-LANA FP	CAL PDZ FP	cardiac RTF act	MOR-DOR ag	V-ATPase pH	Cardiac RTF inh	HTR5A ag ctr	Keap1 Nrf2 FP	MOR-DOR inv ag
COc1ccc(S(=O)(=O)N2CCOC2CNC(=O)C(=O)NCCN(C)C)cc1 (configuration not stated)	8	-1.0	-10	0	-2.1	-1	-12	6	-1	11
NC(=O)c1sc2nc(N3CCOCC3)c3c(c2c1N)CCCC3	-1	0.3	-1	-1	1.7	-1	3	-3	0	-10
Cc1ccc(NC(=O)c2ccccc2CCc2ccccc2)c(C)c1	-7	0.5	-4	-4	4.8	-2	11	3	-4	-29
Cn1ncc2c1ncn1nc(COc3ccc4ccccc4c3)nc21	-2	-1.8	-2	-1	-2.9	-1	11	0	-4	17
Cn1c(-c2ccc(N)cc2)nc2ccccc21	8	0.3	1	-5	-1.6	-17	0	-2	2	9
CSc1ccccc1C(=O)NCCSc1ccccc1	18	-0.9	nt	2	-1.9	-2	-2	2	3	10
CSc1ccc(/C=N\NC(=O)CNc2ccc(C)cc2)cc1	4	-0.8	-3	3	2.6	-4	-3	-2	0	-17
C/C(=N\NC(=O)c1ccc(Cn2cc([N+](=O)[O-])cn2)o1)c1cccc(NC(=O)c2cccnc2)c1	-15	-1.8	nt	0	-2.0	9	-5	2	1	11
CCc1nc2cccnc2n1-c1ccc(CC(=O)NCCOC)cc1	-9	2.1	-3	-5	-2.3	-1	-1	2	-1	10
O=C(CSc1ccc(F)cc1)N1CCN(S(=O)(=O)c2ccccc2)CC1	-16	0.0	nt	0	1.2	1	-5	1	3	-6
O=C(Nc1ccc(S(=O)(=O)NCc2cccnc2)cc1)c1ccccc1Cl	-19	2.5	2	-4	-0.2	-1	5	5	-1	1
CC(C(=O)NC(C)(C)C)N(C(=O)CS(=O)CC(=O)Nc1ccc(F)cc1)C1CCCC1 (configuration not stated)	1	0.1	-2	1	-0.1	3	-40	1	1	0
Cc1sc2nc(C(C)C)nc(SCC(=O)NC3CC3)c2c1C	10	0.3	12	2	1.3	-2	-6	-4	-3	-10
COc1ccc(CNC(=O)CN2C(=O)CSc3ccc(S(=O)(=O)N4CCOCC4)cc32)c(OC)c1	-18	0.4	-5	3	-2.3	1	-5	1	-7	12
COc1ccccc1N1CCN(C(CNC(=O)c2ccc3c(c2)OCO3)c2cccnc2)CC1 (configuration not stated)	-7	0.1	-2	-8	-0.4	-3	0	2	1	2
CC(C)CCOP(=O)(c1ccc(N(C)C)cc1)C(O)c1ccc(N(C)C)cc1 (configuration not stated)	1	1.6	-18	-2	-2.6	0	-2	0	0	12
O=C(Nc1cccc(Cl)c1)Nc1cc(S(=O)(=O)N2CCCCC2)ccc1Cl	-2	0.1	-6	-3	2.0	-3	0	1	2	-13

Screening data as filed in PubChem.
